High-throughput results deposited in PubChem by National Center for Advancing Translational Sciences (NCATS).
D2 antag – D2 dopamine receptor (human) antagonism; P14416; HEK293 TREx D2 cells, calcium flux, dopamine EC80; inhibition, % at 10 µM; 340,000 compounds, 2% hits; in the data active = inhibition above about 30%; also: 0% is about no effect
Target sequence (P14416 whole entry, looked up): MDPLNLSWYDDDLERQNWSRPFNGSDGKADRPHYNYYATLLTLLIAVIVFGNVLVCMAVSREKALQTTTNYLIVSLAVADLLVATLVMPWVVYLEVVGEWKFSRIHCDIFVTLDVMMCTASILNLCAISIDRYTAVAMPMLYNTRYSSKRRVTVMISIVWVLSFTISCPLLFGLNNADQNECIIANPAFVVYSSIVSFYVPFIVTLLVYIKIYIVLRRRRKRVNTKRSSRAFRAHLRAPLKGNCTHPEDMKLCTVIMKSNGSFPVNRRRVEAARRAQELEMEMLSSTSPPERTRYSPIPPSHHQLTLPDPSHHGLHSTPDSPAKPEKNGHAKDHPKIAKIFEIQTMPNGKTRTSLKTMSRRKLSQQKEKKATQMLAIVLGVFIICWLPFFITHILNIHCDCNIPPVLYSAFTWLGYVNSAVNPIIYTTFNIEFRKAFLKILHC
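In this primary screen, negative modulation is detected by tracking calcium flux after an EC80 dopamine challenge in inducible HEK293 T-REx D2 cells preexposed to test compound for 180 s.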
D1 agonist – human D1 receptor agonism; HEK293 T-REx D1 cells, calcium flux, agonist mode; 360,000 compounds, 1% hits; P21728; activation, % at 2 µM; also: 0% is about no effect
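Inducible HEK293 T-REx D1 cells, force-coupled to calcium signalling, were plated at 4000 cells/well with tetracycline and held overnight at 30 C. After no-wash calcium dye loading, compound-evoked calcium rise over 180 s flagged agonists.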
RXFP1 antagonist – blocks the human relaxin receptor RXFP1; activity change, negative = inhibition, % at 57.5 µM; 350,000 compounds, 0.59% hits; Q9HBX9; AID 1259400; HEK293-RXFP1, relaxin-stimulated cAMP HTRF, 30 min; hits give low values;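 active = activity change of -60% or lower, but not beyond a set lower limit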; also: % is scaled to controls: 0 for no effect and ±100 for the full control effect
TRHR agonist – TRH receptor (human) agonism | P34981 | TRHR cells, calcium flux fluo-8, FDSS agonist mode | 360,000 compounds, 0.18% hits | AID 493084 | activation, % at 2 µM; also: 0% is about no effect
Target sequence (P34981 whole entry, looked up): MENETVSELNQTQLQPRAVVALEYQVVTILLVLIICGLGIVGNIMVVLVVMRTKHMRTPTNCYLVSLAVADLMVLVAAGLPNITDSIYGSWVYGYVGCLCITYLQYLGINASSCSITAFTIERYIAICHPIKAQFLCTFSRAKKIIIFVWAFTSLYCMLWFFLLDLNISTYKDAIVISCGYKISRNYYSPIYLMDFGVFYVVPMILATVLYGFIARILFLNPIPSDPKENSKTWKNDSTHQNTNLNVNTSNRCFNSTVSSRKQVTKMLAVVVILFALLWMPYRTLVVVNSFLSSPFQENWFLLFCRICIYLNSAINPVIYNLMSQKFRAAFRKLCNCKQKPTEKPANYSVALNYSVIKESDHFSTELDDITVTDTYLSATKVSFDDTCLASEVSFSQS
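Fluo-8-loaded TRHR cells; 10 s baseline, compound added, kinetic Ca2+ fluorescence read 1/s, agonist mode.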
D1 antag – antagonists of human D1 dopamine receptor | P21728 | AID 504652 | 360,000 compounds, 3.2% hits | activity change, negative = inhibition, % at 10 µM | HEK293 TREx D1 cells, calcium flux, dopamine EC80; hits give low values; in the data active = activity change below about -30%; also: % is scaled to controls: 0 for no effect and ±100 for the full control effect
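After overnight tetracycline induction at 30 C, force-coupled D1 HEK293 cells took up a no-wash calcium dye at room temperature. Compounds were added and monitored 180 s, and the response to EC80 dopamine was then recorded.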
D2 agonist – D2 dopamine receptor (human) agonism. P14416. HEK293 T-REx D2 cells, calcium flux agonist mode. activation, % at 2 µM. 340,000 compounds, 0.53% hits. AID 485358;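 active = activation over 3 SD above normal in the single-dose calcium agonist read, cut at about 30% in these data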; also: 0% is about no effect
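Tetracycline-induced HEK293 Trex cells with D2 receptor force-coupled to calcium signaling, plated overnight at 30 C and loaded with no-wash calcium dye. Calcium flux read kinetically for 180 s after compound addition; responses flag agonists.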
D2 PAM – D2 dopamine receptor (human) potentiation; HEK293 T-REx D2, calcium flux, EC20 dopamine potentiation; potentiation, % at 10 µM; 340,000 compounds, 0.34% hits;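 active = potentiation over 3 SD above the plate norm, cut at about 30% in these data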; also: 0% is about no effect
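Tetracycline-induced HEK293 T-REx cells force-coupled to calcium signalling expressed D2; compounds were pin-added after a 10 s baseline, read kinetically 180 s, then an EC20 dopamine challenge followed with a further 180 s calcium read.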
TRHR enhancer – TRH receptor (human) allosteric enhancement. TRHR cells, fluo-8 calcium fluorescence, EC20 TRH enhancement. P34981. enhancement, % at 2 µM. 360,000 compounds, 0.66% hits. AID 493056; in the data active = enhancement above about 30%; also: 0% is about no effect
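TRHR-expressing cells loaded with fluo-8 calcium dye were read kinetically (ex 480/em 530) during compound addition, then stimulated with an EC20 of TRH (10 nM final). Enhancement of the Gq-mediated intracellular calcium response was scored.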
D1 PAM – enhances dopamine response at the human D1 receptor | P21728 | HEK293 TREx D1 cells, calcium flux, dopamine EC20 potentiation | potentiation, % at 10 µM | 360,000 compounds, 0.036% hits | AID 504651; in the data active = potentiation above about 30%; also: 0% is about no effect
An asterisk follows results filed as active; x = no result given; & = joins results of further samples. Rule as the data show it, unless noted: active = activation above about 30%; inactive = the rest. An unsorted share of the library; any-hit rate near 7.1%.

SMILES	D2 antag	D1 agonist	RXFP1 antagonist	TRHR agonist	D1 antag	D2 agonist	D2 PAM	TRHR enhancer	D1 PAM
Cc1ccc(NC(=O)CN2C(=O)CCSc3ccccc32)c(C)c1	x	3.0	x	-0.3	0.2	-0.6	3.7	6.8	-3.2
O=C(c1ccc(F)cc1)N(NC(=O)C(O)(c1ccccc1)c1ccccc1)c1ccccc1	39.7*	1.6	-9.7	0.2	4.5	3.3	-7.1	-4.5	3.0
CCOC(=O)c1cccc(NC(=O)c2cn(-c3cccc(OC)c3)c(=O)c3ccccc23)c1	x	2.2	-7.3	-0.3	-6.8	0.5	3.4	-6.3	-1.2
CCOC(=O)COc1ccc(Cl)cc1C1NC(=O)NC(C)=C1C(C)=O (configuration not stated)	30.8*	2.3	1.8	0.8	6.5	0.1	-2.5	-2.7	4.0
COc1ccc(C(=O)NN=C2CCCC2)c(OC)c1	x	-1.1	6.3	0.0	-2.7	x	x	-3.8	2.1
O=C(O)[C@H]1CCCC[C@H]1C(=O)Nc1ccc(S(=O)(=O)N2CCCCC2)cc1	-8.2	5.6	6.0	-1.8	-25.0	-0.2	4.8	4.8	x
CCO[C@H]1OC(C(N)=O)=C[C@@H](C2CCCCC2)[C@@H]1CCCO	10.0	-5.1	x	0.0	-3.5	0.1	3.5	2.0	3.7
COCC(C)NC(=O)CCc1nnc(C2(c3ccc(Cl)cc3)CCC2)o1 (configuration not stated)	9.7	-0.4	-0.7	-0.2	-51.4*	-0.3	2.9	1.0	-5.5
C=CCOc1c(Br)cc(CNn2c(C)n[nH]c2=S)cc1OC	2.0	25.3	1.4	0.0	9.7	-0.3	-3.1	-5.2	-0.3
CCCCN(C)CCNC(=O)c1ccc2c(c1)NC(=O)CN2	x	-0.7	-6.4	0.2	-8.5	-0.5	1.0	-4.0	-2.6
Cc1ccc(CNC(=O)c2ccccc2SCC(=O)NCC2CCCCC2)cc1	0.6	5.5	-1.2	-0.7	-19.3	-1.7	-5.4	-2.5	-0.1
Cc1n[nH]c(C)c1Sc1ccccc1N	-6.9	5.5	-5.6	-0.2	-16.2	-0.1	-8.4	-0.7	7.0
Cc1ccc(CN2CCN(/N=C\C=C\c3ccccc3)CC2)cc1	-24.6	0.5	-19.5	-0.2	1.8	2.1	-10.3	-2.6	-11.2
CCN1CCN(C(=O)CN(Cc2ccccc2)S(C)(=O)=O)CC1	-2.5	1.9	-1.2	0.3	9.2	0.1	-4.4	2.5	8.3
CCN(CC(=O)NCc1cccs1)C(=O)c1ccc(NS(=O)(=O)c2ccc(F)cc2)cc1	10.5	1.5	-11.8	0.4	-11.2	0.4	-5.5	0.2	-6.2
COc1c(C)cc(S(=O)(=O)Nc2cccc(-c3ccc(N4CCOCC4)nn3)c2)c(C)c1C	x	0.1	-4.4	-0.3	-26.0	0.9	-2.9	14.6	-3.0
O=C(Cn1cccc1C(=O)c1ccccc1)NCc1ccc2c(c1)OCO2	-3.8	0.0	-4.0	-0.2	-8.0	0.8	8.5	1.6	-3.9
Cc1ccc(NC(=O)CN(c2ccc3c(c2)OCO3)S(=O)(=O)c2c(C)n[nH]c2C)cc1	7.8	3.0	x	-0.5	-5.2	0.1	13.8	2.2	0.1
CC(C)C(OC(=O)CN1C(=O)c2ccccc2C1=O)C(=O)NC1CCCC1 (configuration not stated)	-6.9	1.7	14.7	0.8	-2.4	-0.2	-3.7	-3.3	-3.9
C=CCN(CC(=O)NC1CCS(=O)(=O)C1)S(=O)(=O)c1ccccc1C(F)(F)F (configuration not stated)	5.5	2.6	-2.2	2.3	0.8	-2.2	2.5	30.9*	-6.9
O=C(CCSc1nnc2ccccn12)Nc1ccc2c(c1)OCO2	-8.0	1.0	7.5	0.1	16.6	-0.4	11.8	20.9	5.2
CC(C)Oc1ccc(CNC(=S)Nc2ccccc2)cc1Cl	12.8	13.1	20.2	-0.3	-22.5	0.9	5.0	-0.5	-20.6
CCN(C(=O)CSc1cc(C)c2ccc(OC)cc2n1)C1CCS(=O)(=O)C1 (configuration not stated)	-10.8	0.8	5.1	-0.4	9.3	1.0	7.1	7.1	1.2
CCSc1nc2ccccc2n1CC(=O)N1CCOCC1	-5.3	1.7	-1.4	0.3	5.6	6.3	4.2	8.5	-1.6
CCC(C)NC(=O)c1cc2n(n1)CCCN(Cc1ccc(C)cc1)C2=O (configuration not stated)	x	0.2	1.5	-1.5	-1.3	0.5	2.0	4.1	0.2

In the list so far, 5 have an aryl methoxy group.
SMILES	D2 antag	D1 agonist	RXFP1 antagonist	TRHR agonist	D1 antag	D2 agonist	D2 PAM	TRHR enhancer	D1 PAM
CCOC(=O)c1cccc(NC(=O)c2cn(-c3cccc(OC)c3)c(=O)c3ccccc23)c1	x	2.2	-7.3	-0.3	-6.8	0.5	3.4	-6.3	-1.2
COc1ccc(C(=O)NN=C2CCCC2)c(OC)c1	x	-1.1	6.3	0.0	-2.7	x	x	-3.8	2.1
C=CCOc1c(Br)cc(CNn2c(C)n[nH]c2=S)cc1OC	2.0	25.3	1.4	0.0	9.7	-0.3	-3.1	-5.2	-0.3
COc1c(C)cc(S(=O)(=O)Nc2cccc(-c3ccc(N4CCOCC4)nn3)c2)c(C)c1C	x	0.1	-4.4	-0.3	-26.0	0.9	-2.9	14.6	-3.0
CCN(C(=O)CSc1cc(C)c2ccc(OC)cc2n1)C1CCS(=O)(=O)C1 (configuration not stated)	-10.8	0.8	5.1	-0.4	9.3	1.0	7.1	7.1	1.2

Additional compounds.
SMILES	D2 antag	D1 agonist	RXFP1 antagonist	TRHR agonist	D1 antag	D2 agonist	D2 PAM	TRHR enhancer	D1 PAM
CN(C)c1ccc(CNC(=O)C2CCN(Cc3cc4ccccc4n3Cc3ccccc3)CC2)cc1	x	2.6	-12.3	-0.1	13.9	x	-1.7	1.9	-0.8
COc1ccc(-c2onc(C)c2C)cc1S(=O)(=O)Nc1cccc(C#N)c1	x	7.4	-31.0	0.2	-19.3	x	-13.6	-5.4	-5.1
O=C(Cn1cnc2ccccc2c1=O)NNC(=O)c1ccccc1	4.9	2.3	-8.9	-0.5	7.5	-1.2	7.4	11.6	-0.1
CCN(CC(=O)Nc1c(F)cccc1F)C(=O)/C=C/c1cn(Cc2ccccc2)nc1-c1cccnc1	32.3*	0.7	-13.1	-0.1	-1.2	0.1	7.3	-5.1	-2.9
N#Cc1nc(COc2ccc(F)cc2)oc1N1CCCCC1	12.1	9.1	-7.4	-0.1	-21.5	-1.8	0.8	-4.2	3.0
COc1ccc(Cl)cc1NC(=O)NC(C)c1ccncc1 (configuration not stated)	7.6	1.7	-9.4	-0.3	3.6	0.4	-23.0	1.2	-2.0
O=S1(=O)CCO[C@H]2Cc3ccccc3[C@H]2N1Cc1ccc(F)cc1	-12.3	1.4	x	-0.6	8.7	0.9	0.6	-0.5	-2.5
O=C(N/N=C/c1ccco1)c1cc(C2CC2)nc2ccccc12	-5.3	0.5	x	-0.1	16.3	-0.8	26.8	-1.1	-0.2
COC(C(=O)Nc1ccc(Cl)cc1C)c1ccccc1 (configuration not stated)	-1.4	0.2	-1.6	-0.4	6.6	1.1	13.2	6.3	0.8
Cc1ccc2c(Cl)c(C(=O)Nc3ccc4c(c3)OCO4)sc2c1	33.6*	1.9	-0.9	0.2	1.5	0.6	2.5	-0.9	-6.0
COc1ccccc1NC(=O)CSc1ncn(-c2ccccc2)n1	4.4	-0.6	-8.9	0.5	-4.6	0.0	-9.1	-3.1	-3.1
CSCCC(NC(=O)OC(C)(C)C)C(=O)NC(CC(C)C)C(N)=O (configuration not stated)	x	1.3	-7.1	-0.1	-12.1	x	x	-4.4	-3.5
Cc1ccc(/C=C/C(=O)Nc2ccc(N(C)C)cc2)o1	-5.0	0.9	-19.4	-0.5	0.5	-0.5	-7.0	-3.4	-0.5
Cc1ccc(NS(=O)(=O)c2ccc(N/N=C/c3ccccc3OCC(=O)O)c([N+](=O)[O-])c2)c(C)c1	x	-0.6	-8.4	0.2	-21.0	x	9.4	3.6	-7.2
Cc1ccc(N=C2NC(=O)CC(C(=O)Nc3ccc4c(c3)OCO4)S2)cc1 (configuration not stated)	-3.6	0.9	-15.1	-0.1	-6.3	0.6	0.3	-1.7	-2.9
O=C(Nc1ccccn1)c1csc2c1CCCC2	11.2	1.2	-8.7	-0.1	0.1	-0.3	-1.1	-1.2	3.5
COc1cc(OC)c(C(=O)OCC(=O)Nc2c(C)n(C)n(-c3ccccc3)c2=O)cc1OC	-0.2	-0.3	-3.3	0.8	-28.9	-0.1	-4.2	5.3	3.7
Fc1ccc(-c2csc(/C=C/c3ccc4c(c3)OCO4)n2)cc1	x	9.4	-5.1	1.3	-3.4	x	x	-0.5	18.8
CCOc1ccc(N2CC(C(=O)Oc3ccccc3)CC2=O)cc1 (configuration not stated)	-3.3	-0.4	-15.4	0.3	16.4	-0.8	16.2	4.7	3.5
O=C(Nc1ccc(S(=O)(=O)N2CCOCC2)cc1)C1COc2ccccc2O1 (configuration not stated)	-22.3	6.8	0.3	0.0	-0.7	0.4	11.4	7.6	-2.4
CCN1C(=O)C(=O)N(CC(=O)c2[nH]c(C)c(C(C)=O)c2C)C1=O	-1.1	1.3	3.5	0.3	-8.7	-0.4	4.3	1.5	-2.9
C/C(=N\NC(=O)c1ccc(OC2CCCC2)cc1)c1ccc(C)s1	x	0.1	-5.5	-0.2	-0.7	x	x	-1.4	8.9
CC(NC(=O)/C=C/c1ccco1)c1nc2ccccc2n1Cc1cccc(Cl)c1 (configuration not stated)	x	1.8	7.8	-0.7	-8.3	x	-4.5	-8.6	-11.2
CCN(C(=O)COn1nnc2ccc(S(=O)(=O)N(C)C)cc21)C1CCS(=O)(=O)C1 (configuration not stated)	14.5	-0.2	4.9	1.4	15.8	0.4	6.4	8.3	0.2
COc1ccccc1N1CCN(S(=O)(=O)CCNC(=O)C2CC(=O)N(c3ccccc3)C2)CC1 (configuration not stated)	-1.4	8.0&0.2	8.3&-14.6	-0.7&-0.2	-25.7&3.5	1.8&0.1	-11.7&-0.9	3.3&2.2	-9.4&-1.6
Additional structures.
SMILES	D2 antag	D1 agonist	RXFP1 antagonist	TRHR agonist	D1 antag	D2 agonist	D2 PAM	TRHR enhancer	D1 PAM
CCc1ccc(NC(=O)Cn2c(=O)n(-c3ccc(OC)cc3)c(=O)c3ccc(C(=O)NCc4ccc(C)cc4)cc32)cc1	x	0.2	11.4	-0.9	15.8	-0.5	9.9	12.5	-3.0
CCOC(=O)C1(Cc2cccc(OC)c2)CCCN(C(=O)c2ccc(OC)o2)C1 (configuration not stated)	14.5	2.7	-6.6	-0.8	-6.2	-0.7	-1.6	-1.5	3.0
CC1(C)CC(NS(=O)(=O)c2ccc(Cl)cc2)CC(C)(C)N1	-10.6	5.2	6.1	0.4	26.2	-2.6	-2.9	9.1	1.6
CC1=NNC(=O)C1CCC(=O)N/N=C/c1ccc(C)cc1 (configuration not stated)	-8.8	0.2	-6.1	-0.8	5.7	-1.3	4.9	2.8	-1.0
O=C(CSc1nc2ccccc2c(=O)[nH]1)Nc1ccc(C(=O)O)cc1	-23.2	1.3	-18.1	0.7	-12.3	3.8	0.5	-7.3	-7.2
CCOc1ccc(OCc2ccc(C(=O)Nc3ccc(Cl)cn3)o2)cc1	-8.9	4.3	-12.9	0.3	-9.1	0.9	0.1	4.6	-5.8
